# Screens: PubChem, several laboratories
# Insulin prom inh: inhibitors of insulin promoter-driven GFP, primary screen, imaging, TRM-6 cells (human fetal islet line), eGFP reporter, cell count. reporter expression induced with tamoxifen. inhibition, % at 2 µM. hit rate 0.9% among 130,000;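 active means inhibition above the mean plus 3 SD, with well images judged a real hit on visual review, cut at about 60% in these data, passing the limit was not always enough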
# SDO1 yeast rescue: growth rescue of sdo1-depleted yeast, primary screen, S. cerevisiae, bone marrow failure model | S. cerevisiae sdo1-depleted JHY4D growth rescue, OD600 30 h; stronger effect = higher value; pdr5 snq2 efflux-pump mutant strain | z-score at 10 µM | hit rate 0.21% among 140,000 | AID 817, 2007;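 active means z-score above 3 at both the 24 hr and the 30 hr optical density reads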;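 further: z-score against mean and SD of all compound wells on the same plate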
# SDO1 yeast rescue Rescue 24 h: also measured in SDO1 yeast rescue; calls as there; z-score; S. cerevisiae sdo1-depleted JHY4D growth rescue, OD600; measured here: growth rescue at 24 h;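 0 is the plate mean of compound wells and units are plate SD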
# * = called active by the depositor; / = not tested or not shown; & = joins results of further samples.
Insulin prom inh	SDO1 yeast rescue	SDO1 yeast rescue Rescue 24 h	Compound
-16	-0.64	-0.98	OCCN1CCN(CC(O)COc2ccc3ccccc3c2)CC1 (stereo not given)
18	-0.11	0.45	CNC(=O)Cn1c(=O)n(C)c2ccccc21
/	-0.8	-0.34	CCOc1ccc(-c2nnc(-c3ccco3)o2)cc1
/	0.3	0.54	CCN(CC)CCN1C(=O)C2C3c4ccccc4C(c4ccccc43)C2C1=O (stereo not given)
/	0.44	0.36	Cc1ccc(/C=N/c2sc3c(c2C#N)CCCCC3)o1
12	0.27	1.2	CC(C)c1nc(NCc2ccccc2)c(C#N)c2c1CCCC2
46	-1.9	-1.3	c1ccc2cc(CSCc3nc4ccccc4[nH]3)ccc2c1
7	-0.45	-0.4	CCOc1ccc2nc(SC3CC(=O)N(c4cccc(OC)c4)C3=O)sc2c1 (stereo not given)

# Other compounds follow:
Insulin prom inh	SDO1 yeast rescue	SDO1 yeast rescue Rescue 24 h	Compound
-7	0.35	-0.26	C/C(=N\NC(=O)Cc1csc(N2CCOCC2)n1)c1ccccc1
0	0.4	-0.1	CC(C)C(NC(=O)c1ccc2c(c1)OCO2)C(=O)N/N=C/c1cccs1 (stereo not given)
-127	-0.08	-0.24	CC(NC(=O)CCNS(=O)(=O)c1ccc2c(c1)c(=O)n(C)c(=O)n2C)c1ccccc1 (stereo not given)
-31	-1	-1.9	Cc1nnnn1-c1cccc(C(=O)O)c1
-34	0.36	0.1	CC(=O)Nc1ccc(SCC(=O)c2cc(C)n(C)c2C)cc1
7	/	/	COc1ccc(C2CC(=O)N(CCCN(C)CCc3ccc(OC)c(OC)c3)C2)cc1 (stereo not given)
/	-1.2	0.3	Cc1cc(NC(=O)CCN2C(=O)/C(=C/c3ccccc3Cl)SC2=S)no1
/	0.61	0.39	COc1ccccc1NS(=O)(=O)c1ccc(C)c(C(=O)NCC2CCCO2)c1 (stereo not given)

# The list continues.
Insulin prom inh	SDO1 yeast rescue	SDO1 yeast rescue Rescue 24 h	Compound
-29	/	/	O=C(O)c1ccc(C2NCC(c3ccccc3Cl)c3c2[nH]c2ccccc32)cc1 (stereo not given)
19	2.2	0.85	Cc1cc(C)c(NS(=O)(=O)c2ccc3c(c2)NC(=O)CC(=O)N3)c(C)c1
/	0.49	0.93	O=C(/C=C\c1ccco1)Nc1nc(-c2ccccc2)cs1
11	-1.2	-0.37	O=C1c2cccc3c(Nc4ccccc4Cl)c([N+](=O)[O-])cc(c23)C(=O)N1CCO
/	0.09	0.2	O=C(Cc1cccc2ccccc12)NNC(=O)c1cccs1
-5	/	/	O=[N+]([O-])/C=C1/CCCCCN1
34	0.63	0.68	COc1ccc(-n2c(SCC(=O)NNC(=O)c3ccccc3C)nnc2-c2ccncc2)cc1
/	1.3	1.4	CCCCNC(=O)CCC(=O)NNc1nc2ccccc2c2nc(C)nn12

# An excerpt from above in order of the Insulin prom inh value, lowest first:
Insulin prom inh	SDO1 yeast rescue	SDO1 yeast rescue Rescue 24 h	Compound
-5	/	/	O=[N+]([O-])/C=C1/CCCCCN1
11	-1.2	-0.37	O=C1c2cccc3c(Nc4ccccc4Cl)c([N+](=O)[O-])cc(c23)C(=O)N1CCO
34	0.63	0.68	COc1ccc(-n2c(SCC(=O)NNC(=O)c3ccccc3C)nnc2-c2ccncc2)cc1

# Additional structures:
Insulin prom inh	SDO1 yeast rescue	SDO1 yeast rescue Rescue 24 h	Compound
-45	/	/	CC(NC(=O)Cc1ccccc1F)c1ccc(F)cc1 (stereo not given)
46	0.31	0	C=CCOc1ccc(CNc2nccs2)cc1OC
/	0.77	0.39	O=C(Nn1cnnc1)C(c1ccccc1)c1ccccc1
-18	-0.74	-0.86	CSCCC(NS(=O)(=O)c1ccc(Cl)cc1)C(=O)OCc1cccc(Cl)c1 (stereo not given)
-19	0.04	1.4	CCC(OC(=O)c1cccs1)C(=O)NCc1ccco1 (stereo not given)
/	-0.72	-0.38	Cc1nnc2sc(-c3cccc4ccccc34)nn12
-17	-0.63	-0.11	COC(=O)C1=C(C)N(c2ccc(Cl)cc2)/C(=C/c2cccs2)C1=O
29	-1.1	-0.41	Cc1cc2ncn(/N=C/c3ccc(-c4ccccc4)o3)c2cc1C

# Remaining list, next part:
Insulin prom inh	SDO1 yeast rescue	SDO1 yeast rescue Rescue 24 h	Compound
12	-0.98	-1.2	Cc1cc(-c2nnc(-c3ccccc3)c(-c3ccccc3)n2)c(C)o1
42	0.27	-0.5	OCCn1nc2c3ccccc3nc-2n(-c2ccccc2)c1=S
/	0.49	-0.42	CC(C)CCNC(=O)C1CCN(S(=O)(=O)c2ccc3c(c2)CCC(=O)N3)CC1
-55	0.62	0.78	CCOc1cc(S(=O)(=O)N2CCC(Cc3ccccc3)CC2)c(OCC)cc1-n1cnnn1
20	/	/	O=C(Nc1ccc(F)cc1)Nc1ccc([N+](=O)[O-])cn1
-10	0.38	0.59	COc1ccc(C2c3cc(OC)c(OC)cc3CCN2C2CC(=O)N(c3ccccc3)C2=O)cc1OC (stereo not given)
-30	1.2	0.76	CCCCCCCC(=O)NN1CCOCC1
-14	/	/	O=C(NCCCN1CCOCC1)c1cccnc1SCc1ccccc1Cl

# Additional records follow.
Insulin prom inh	SDO1 yeast rescue	SDO1 yeast rescue Rescue 24 h	Compound
29	0.23	0.8	CCN1C(=O)NC(c2cc(Br)ccc2OC)C(C(=O)OC)=C1C (stereo not given)
33	-0.88	-0.61	Cc1ccc(S(=O)(=O)N(C)C)cc1NC(=O)/C=C/c1cccs1
-46	/	/	C#Cc1ccc(C(=O)NCc2ccc(N3CCCC3=O)cc2)cc1
/	-0.41	-0.03	CC(C)NC(=O)Cn1c(SCC(=O)N2c3ccccc3CC2C)nc2ccccc21 (stereo not given)
-19	-1.1	-0.14	N#CCC(CNc1ncc(C(F)(F)F)cc1Cl)OC(=O)c1ccc(Cl)cc1Cl (stereo not given)
12	-0.56	-0.79	COc1ccc(/C=N/NC(=O)C(=O)/C=C2\NC3(CCCC3)Cc3ccccc32)cc1
/	0.35	-0.36	Fc1ccc(NC(=S)NCCc2ccccc2)c(F)c1F
/	-0.54	-1.6	Cc1ccc(C(=O)N2CC(C)SC2=Nc2cccc(S(=O)(=O)N(C)C)c2)cc1 (stereo not given)

# (next part)
Insulin prom inh	SDO1 yeast rescue	SDO1 yeast rescue Rescue 24 h	Compound
10	0.39	-0.29	CCOc1ccc(S(=O)(=O)N2CCCC2)cc1
7	-0.86	-0.48	COc1cc2c(cc1NC(=O)Nc1ccccc1)oc1ccccc12
24	-0.79	-1.2	COc1cc(CN(C2CCCCC2C)S(=O)(=O)c2ccc(S(=O)(=O)NC3CC3)cc2)cc(OC)c1OC (stereo not given)
17	/	/	O=C(NCC1CCCO1)/C(=C/c1ccccc1)NC(=O)c1ccccc1 (stereo not given)
-52	1.4	1.9	CN(C)[C@@H]1C(=O)C(C(N)=O)=C(O)[C@@]2(O)C(=O)C3=C(O)c4c(O)ccc(Cl)c4[C@@H](O)[C@H]3C[C@@H]12
/	0.41	-0.17	COc1cccc(C2/C(=C(/O)c3ccccc3)C(=O)C(=O)N2CCCC(=O)O)c1 (stereo not given)
-36	-1.2	-0.47	CCNc1oc(-c2cccc3ccccc23)nc1C#N
19	0.52	0.38	COC(=O)C1C(c2ccc(OC)c(OC)c2)NC(c2ccc(OC)c(OC)c2)C(C(=O)OC)S1(=O)=O (stereo not given)

# New compounds follow.
Insulin prom inh	SDO1 yeast rescue	SDO1 yeast rescue Rescue 24 h	Compound
/	0.51	0.04	COc1ccc(S(=O)(=O)NCc2cn3c(C)csc3n2)cc1F
56	0.18	-0.78	CC(/C=C/c1ccccc1F)=N\NC(=O)C(C)C
-43	1.1	1.2	CCOc1cc(/C=N/NC(=O)CN2CCCCC2)ccc1OCc1ccc(Cl)cc1
17	-0.07	-0.32	Cc1ccc(NCCC(=O)c2ccc(Cl)c(Cl)c2)cc1
24	-1.9	-0.43	CC(C)(C)C1CCC2(CC1)Nc1cccc3cccc(c13)N2
/	0.43	0.57	CCn1c(O)c(/C=N/N=C2CCCC2)c2ccc(C3=NNC(=O)CC3)cc21
/	-1.5	-1.1	CCN1CCN(C(=O)c2ccc(CSc3ccc(C)cc3)cc2)CC1
33	-0.14	-0.42	Cc1[nH]c2ccccc2c1C1(O)C(=O)N(C(C)C)c2ccccc21 (stereo not given)

# Remaining list, next part:
Insulin prom inh	SDO1 yeast rescue	SDO1 yeast rescue Rescue 24 h	Compound
/	-1.2	-1.1	CCOc1cc(CNc2ccc(CNc3ncn[nH]3)cc2)ccc1OCc1ccccc1
57	0.46	0.1	Cc1cc(C)n2cc(CSc3nnnn3C)nc2n1
-35	/	/	Cc1cccn2c(=O)c3cc(C(N)=S)c(=N)n(CCCN4CCOCC4)c3nc12
-3	0.48	0.04	C=CCNC(=O)CN(c1cccc(Br)c1)S(C)(=O)=O
30	-0.28	-1.1	NC(=O)NC(Cc1ccccc1)C(=O)O (stereo not given)
33	-1.5	-0.88	CCCCC(=O)Nc1ccc(C(=O)OC2CCCCC2)cc1
-13	0.61	2.2	CCOc1cc(/C=C2\CCC/C(=C\c3cc(Cl)c(O)c(OCC)c3)C2=O)cc(Cl)c1O
28	0.41	0.85	CC(C)CNS(=O)(=O)c1ccc(CCC(=O)NCc2cccnc2)cc1

# New compounds follow.
Insulin prom inh	SDO1 yeast rescue	SDO1 yeast rescue Rescue 24 h	Compound
16	0.69	-0.67	Cc1c(C(=O)N2CC(C)OC(C)C2)oc2ccccc12 (stereo not given)
-68	-0.04	0.24	Cc1ccc(C)c(S(=O)(=O)N2CCN(C(C)C(=O)Nc3ccccc3-c3ccccc3)CC2)c1 (stereo not given)
4	0.29	-0.24	COc1cccc(/C(O)=C2/C(=O)C(=O)N(c3ccccn3)C2c2ccc(OC)c(OC)c2)c1 (stereo not given)
14	0.95	1.4	O=[N+]([O-])c1cnccc1Nc1ccccc1
/	-0.55	-1.2	Cc1cc(C)nc(SC2CCCCC2NS(=O)(=O)c2ccccc2)n1 (stereo not given)
/	-0.36	-0.36	Cc1[nH]c2ccccc2c1C(=O)CSc1nc2cc(S(=O)(=O)N3CCCCC3)ccc2o1
3	0.36	0.02	O=C(Nc1ccc2ccccc2c1)c1cn(-c2ccccc2)nc1-c1cccs1
/	1.5	1.8	Cc1ccc(S(=O)(=O)N2CCOCC2)cc1C(=O)Nc1nc2ccccc2[nH]1

# Next part:
Insulin prom inh	SDO1 yeast rescue	SDO1 yeast rescue Rescue 24 h	Compound
7	1.8&-0.64	-0.4&-1.1	CSc1nc(-c2ccco2)nn1C(=O)c1ccccc1
-15	0.68	0.49	CCn1c(SCC(=O)Nc2cc(C)ccc2C)nnc1-c1cnccn1
/	0.52	0.71	CCOc1ccc2nc(SCc3ccc(C(=O)OC)o3)[nH]c2c1
-11	0.28	0.49	Fc1cnc(N2CCOCC2)nc1NCc1ccccc1
-6	-0.05	0.32	CCN(CC)S(=O)(=O)c1cc(Br)c(C)cc1OC
56	-0.99	-1.3	COC(=O)c1sccc1NC(=O)c1cc2c(s1)CCCC2
-49	-0.03	0.34	Cc1nn(Cc2cccc(C(=O)N3N=C(C(F)F)CC3(O)C(F)F)c2)c(C)c1[N+](=O)[O-] (stereo not given)
-6	0.53	-0.81	CCN(CC)CCNC(C(=O)Nc1cc(C(F)(F)F)ccc1Cl)c1ccccc1 (stereo not given)

# The results go on:
Insulin prom inh	SDO1 yeast rescue	SDO1 yeast rescue Rescue 24 h	Compound
/	0.19	-0.6	Cc1ccc(S(=O)(=O)NC2=NCN(Cc3ccccc3)CN2)cc1
/	0.65	-0.41	CCNC(=O)c1cccc(S(=O)(=O)N2CCCCCC2)c1
/	0.12	-0.62	CCOC(=O)N1CCN(c2c(N3CCOCC3)c(=O)c2=O)CC1
/	0.38	-0.44	O=C(Nc1cccc(F)c1)C1C2C=CC3(CN(CCCN4CCOCC4)C(=O)C13)O2 (stereo not given)
21	0.11	-0.48	COc1cccc(N=C2C(=O)N3CCCc4cccc2c43)c1
59	-1.2	-1.1	Cc1nn(-c2ccccc2)c(C)c1NC(=O)COc1ccc2ccccc2c1
/	-1.1	-1.6	CCCC(=O)Nc1ccc2c(c1)c1ccccc1n2CC
5	0.14	-0.25	CCOC(=O)C1=C(C)N(CCCCCC(=O)O)C(=O)NC1c1ccccc1OC(=O)c1cccs1 (stereo not given)

# Further entries follow.
Insulin prom inh	SDO1 yeast rescue	SDO1 yeast rescue Rescue 24 h	Compound
/	1	1.1	O=C(Cn1cnc2c(nnn2Cc2ccc(Cl)cc2)c1=O)NC1CCCC1
/	1.2	0.94	O=C(NCc1cccs1)C1CCN(S(=O)(=O)c2cccc3cccnc23)CC1
-7	0.4	-0.06	COc1cccc(NC(=O)Nc2c(C)n(C)n(-c3ccccc3)c2=O)c1
/	0.16	0.29	CCCCNC(=O)C(C#N)c1nc2ccccc2nc1N1CCCC1 (stereo not given)
/	-0.59	-1.4	CC(=O)NCc1ccc2[nH]c(C)cc2c1
43	2.2	2.5	O=C(NCc1cccs1)c1ccccc1C(=O)NCc1cccs1
-13	0.45	0.27	CCOc1cccc(OCCn2cnc3ccccc3c2=O)c1
/	-0.46	-0.04	O=C(c1ccccc1)c1coc2ccc(O)c(Cl)c12

# Reprinted from the entries so far, 7 compounds:
Insulin prom inh	SDO1 yeast rescue	SDO1 yeast rescue Rescue 24 h	Compound
-16	-0.64	-0.98	OCCN1CCN(CC(O)COc2ccc3ccccc3c2)CC1 (stereo not given)
18	-0.11	0.45	CNC(=O)Cn1c(=O)n(C)c2ccccc21
/	-0.8	-0.34	CCOc1ccc(-c2nnc(-c3ccco3)o2)cc1
/	0.3	0.54	CCN(CC)CCN1C(=O)C2C3c4ccccc4C(c4ccccc43)C2C1=O (stereo not given)
/	0.44	0.36	Cc1ccc(/C=N/c2sc3c(c2C#N)CCCCC3)o1
12	0.27	1.2	CC(C)c1nc(NCc2ccccc2)c(C#N)c2c1CCCC2
46	-1.9	-1.3	c1ccc2cc(CSCc3nc4ccccc4[nH]3)ccc2c1

# The list is partial (hit frequency here may not be typical).
